M1AAP inhibition: P. falciparum M1AAP inhibitors, biochemical, fluorogenic H-Leu-NHMec substrate, 1536-well (AID 1445); Aminopeptidase N (Plasmodium falciparum (isolate 3D7)); recombinant M1AAP, H-Leu-NHMec fluorogenic kinetic assay; higher % means a stronger effect; inhibition, % at 30 µM, or IC50 in µM where a hit was titrated; hit rate 0.42% among 220,000;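 active means primary inhibition above the hit cutoff, then over 50% inhibition at one or more dose response concentrations, cut at about 23% in these data, passing the limit was not always enough; inconclusive means conflicting primary data, or primary hits not chosen for dose response; inactive means low primary inhibition, or under 50% at every dose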;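 further: plate controls were DMSO full reaction for no effect and no enzyme background for full effect; strong numbers were not always called active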
KOR beta-arrestin-1: KOR agonists, beta-arrestin recruitment, primary screen, cell-based, luminescence, uHTS (AID 1777) | KOR beta-arrestin recruitment, luminescence; higher % means a stronger effect | activation, % at 10 µM, or EC50 in µM where a hit was titrated | hit rate 0.02% among 280,000; in the data active means activation above about 50%, passing the limit was not always enough; further: a part of the inactive calls stands beside numbers as strong as those of hits
AID2073: inhibitors of Mint1-CaV2.2 protein interaction, biochemical, HTRF (AID 2073). Voltage-dependent N-type calcium channel subunit alpha-1B (Homo sapiens). HTRF protein-protein interaction, Mint1-CaV2.2; higher % means a stronger effect. one-dose inhibition, % at 20 µM; IC50 in µM for titrated hits. hit rate 0.19% among 290,000; in the data active means inhibition mostly above about 51%, no sharp cut-off; inconclusive means no clear call, values can overlap the other calls; inactive means mostly below about 53%; further: some results filed as inactive read as strong as hits
NOD1 inhibition: NOD1 signaling inhibitors, primary screen, cell-based, luminescence, uHTS (AID 1578) | NOD1-driven NF-kB luciferase reporter cells, luminescence; higher % means a stronger effect | hit rate 1% among 290,000 | inhibition, % at 4 µM, or EC50 in µM where a hit was titrated; in the data active means inhibition mostly above about 36%, no sharp cut-off; inactive means mostly below about 34%;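 further: HEK-293T reporter cells stimulated with the NOD1 agonist gamma-tri-DAP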
M17LAP inhibition: P. falciparum M17LAP inhibitors, primary screen, biochemical, fluorogenic H-Leu-NHMec substrate, 1536-well (AID 1619) | Leucine aminopeptidase (Plasmodium falciparum (isolate 3D7)) | recombinant M17LAP, H-Leu-NHMec fluorogenic kinetic assay; higher % means a stronger effect | inhibition, % at 30 µM; hits with a dose series show IC50 in µM | hit rate 0.38% among 220,000;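 active means compound inhibiting the enzyme by more than half at any dose during confirmatory dose-response retesting; inconclusive means strong single-dose inhibitors picked by rank but not retested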;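 further: plate controls were full reaction with DMSO carrier for no effect and no enzyme background for full effect; strong numbers were not always called active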
GPR55 beta-arrestin: GPR55 agonists via beta-arrestin recruitment, primary screen, imaging, U2OS cells, beta-arrestin-GFP redistribution (AID 1961) | G-protein coupled receptor 55 (Homo sapiens) | U2OS GPR55 beta-arrestin-GFP redistribution imaging; higher % means a stronger effect | one-dose activation, % at 10 µM; EC50 in µM for titrated hits | hit rate 0.048% among 290,000;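 active means activation above 40% with more than 50 cells counted in the well; inconclusive means wells holding fewer than 50 cells, flagged as toxic or sparse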;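 further: U2OS osteosarcoma cells stably expressing GPR55 and beta-arrestin-GFP; plate controls were DMSO negative control for no effect and LPI positive control for full effect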
Dynein transport: inhibitors of GR-EGFP nuclear translocation, primary screen, dynein cargo transport inhibitor project, imaging, high-content, 3617.4 mouse cells; test concentration mostly 20 µM; stimulated with dexamethasone, 1 µM; stronger effect = lower value; z-score, hits read low; hit rate 0.47% among 220,000; AID 1381, 2008;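 active means plate z-score of nuclear minus cytoplasmic receptor signal below a set negative limit, without overly bright fluorescence or cell loss, cut at about -3.5 in these data, passing the limit was not always enough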;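 further: z-score of nuclear minus cytoplasmic ring GR-EGFP intensity difference per well; some compounds called inactive have numbers as strong as hits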
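Buffer or medium: tetracycline-free induction medium containing charcoal-stripped FBS / Reagent: dexamethasone agonist, 1.0 µM final, for 30 min / Technique: automated 10x imaging of fixed Hoechst-stained cells / Times: induction 48 h, compound 1 h, agonist 30 min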
HEK293 NOD2/NF-kB: NOD2 signaling inhibitors, cell-based, luminescence, uHTS, HEK293 (AID 1566); HEK293 NOD2/NF-kB luciferase reporter, luminescence; higher % means a stronger effect; inhibition, % at 4 µM, or EC50 in µM where a hit was titrated; hit rate 0.63% among 290,000; further: many of its hits are not listed in these tables
KOR beta-arrestin-2: KOR antagonists, beta-arrestin recruitment, cell-based, luminescence, uHTS (AID 1778) | Kappa-type opioid receptor (Homo sapiens) | hit rate 0.091% among 290,000 | inhibition, % at 10 µM; hits with a dose series show IC50 in µM | KOR beta-arrestin recruitment, luminescence, antagonist mode; higher % means a stronger effect; further: strong numbers were not always called active
Dynein transport cytoplasmic EGFP: also measured in Dynein transport; calls as there; z-score; measured here: cytoplasmic GR-EGFP intensity; stronger effect = higher value
Dynein transport nuclear GR-EGFP: also measured in Dynein transport; calls as there; z-score; measured here: nuclear GR-EGFP intensity;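 lower value marks the stronger effect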
Dynein transport cell count: recorded beside Dynein transport, whose call it bears; z-score; measured here: cell count per field
Active calls of the source: *; ? = inconclusive; . = not tested or not shown; [ ] = remark or other dose. Unless noted, no stated cut-off is given here; in the data, active means inhibition above about 50%; inactive means the rest.

entry	Molecule	M17LAP inhibition	HEK293 NOD2/NF-kB	AID2073	Dynein transport cell count	Dynein transport nuclear GR-EGFP	GPR55 beta-arrestin	NOD1 inhibition	M1AAP inhibition	KOR beta-arrestin-1	Dynein transport cytoplasmic EGFP	Dynein transport	KOR beta-arrestin-2
1	COC(C[C@@H]1O[C@@H]1[C@@H](O)[C@@H](C)OCc1ccccc1)OC	1%	6%	-4%	0.29	0.02	0.3%	-10%	2%	0.5%	-0.82	-0.057	1%
2	CC1CC2(CCCCC2)Nc2c1ccc1ccccc21 (stereo not drawn)	2%	11%	16%	1	-0.66	-0.4%	-27%	8%	-2.3%	-0.24	-0.35	4%
3	CCOc1ccc(C(=O)NCC(=O)OCC(=O)Nc2ccc(C)c(S(=O)(=O)N(C)C)c2)cc1	2%	0%	7%	-0.26	0.69	0.5%	-22%	6%	-0.2%	-0.23	0.4	-5%
4	O=C(O)CC/C(=N/NC(=O)CNC(=O)C(c1ccccc1)c1ccccc1)c1ccccc1	-13%	-15%	3%	-0.11	0.067	-0.1%	-10%	-6%	-2.9%	-0.24	0.19	6%
5	O=C(COc1ccccc1Cl)NCCCNC(=O)c1ccncc1	.	-4%	2%	.	.	-0.2%	-60%	.	-1.4%	.	.	-17%
6	COc1ccc2[nH]c(O)c(N=NC(=N)N)c2c1	23%	14%	-1%	-1.7	0.98	0.2%	-8%	14%	1.1%	-0.22	1.8	14%
7	Cc1ccc(NC(=O)CN(C)S(=O)(=O)c2cccs2)c(Br)c1	.	-7%	4%	.	.	-0.2%	-13%	.	-3.4%	.	.	3%
8	COCCCNC(=S)N(Cc1ccccc1)Cc1nc2ccccc2c(=O)[nH]1	-4%	8%	3%	1.1	-0.82	0.1%	-8%	2%	3.4%	0.039	-0.86	1%
9	Cn1c(-c2ccccc2O)cc2ccccc21	-7%	-24%	5%	-1.2	0.49	0.5%	-2%	0%	7.8%	-0.13	-0.052	-25%
10	O=C(CN1C(=O)c2ccccc2S1(=O)=O)NCc1cccnc1	13%	18%	-2%	-0.013	0.41	0.0%	-7%	-1%	-2.7%	-0.28	0.11	15%
11	CCOC(=O)N1CCN(C(=O)CCc2c(C)nc3nc(C)nn3c2C)CC1	11%	4%	-2%	1.2	-0.14	-0.1%	4%	4%	-1.4%	-0.19	-0.53	16%
12	CCC1CCCCN1C(=O)CSc1nnc(-c2ccc(Cl)cc2)o1 (stereo not drawn)	-3%	2%	32%	0.27	0.17	-0.1%	-25%	3%	-2.5%	0.003	0.081	12%
13	Cc1csc(NC(=O)CSc2nc3[nH]ncc3c(=O)[nH]2)n1	7%	4%	-3%	0.99	-0.63	-0.3%	-16%	2%	-3.5%	-0.23	-0.61	-17%
14	Cc1ccc(C)c(NS(=O)(=O)c2cc(C(=O)N3CCCC3)ccc2Cl)c1	-3%	8%	-3%	0.64	-0.26	-0.2%	-28%	1%	-4.3%	-0.27	-0.75	0%
15	O=C(NC1CCCCC1)c1ccc(CNc2c(N3CCOCC3)c(=O)c2=O)cc1	-3%	5%	21%	0.35	2.2	-0.2%	-4%	11%	-9.0%	-0.34	3.1	14%

Overlap with the part before: four compounds, then new ones.
entry	Molecule	M17LAP inhibition	HEK293 NOD2/NF-kB	AID2073	Dynein transport cell count	Dynein transport nuclear GR-EGFP	GPR55 beta-arrestin	NOD1 inhibition	M1AAP inhibition	KOR beta-arrestin-1	Dynein transport cytoplasmic EGFP	Dynein transport	KOR beta-arrestin-2
12	CCC1CCCCN1C(=O)CSc1nnc(-c2ccc(Cl)cc2)o1 (stereo not drawn)	-3%	2%	32%	0.27	0.17	-0.1%	-25%	3%	-2.5%	0.003	0.081	12%
13	Cc1csc(NC(=O)CSc2nc3[nH]ncc3c(=O)[nH]2)n1	7%	4%	-3%	0.99	-0.63	-0.3%	-16%	2%	-3.5%	-0.23	-0.61	-17%
14	Cc1ccc(C)c(NS(=O)(=O)c2cc(C(=O)N3CCCC3)ccc2Cl)c1	-3%	8%	-3%	0.64	-0.26	-0.2%	-28%	1%	-4.3%	-0.27	-0.75	0%
15	O=C(NC1CCCCC1)c1ccc(CNc2c(N3CCOCC3)c(=O)c2=O)cc1	-3%	5%	21%	0.35	2.2	-0.2%	-4%	11%	-9.0%	-0.34	3.1	14%
16	Cc1c(C)c(C)c(C(=O)CCc2cccc(NC(=O)CCC(=O)O)c2)c(C)c1C	.	-18%	15%	.	.	-0.1%	-3%	.	-3.2%	.	.	15%
17	COc1cccc(-n2c(-c3cccc(S(=O)(=O)N(C)C)c3)n[nH]c2=S)c1	-15%	11%	6%	0.26	-0.041	-0.2%	-5%	-1%	-3.2%	-0.21	0.63	16%
18	O=C(NNC(=S)NC(=O)c1ccccc1)c1cccc([N+](=O)[O-])c1	.	4%	-28%	.	.	-0.1%	-4%	.	-3.7%	.	.	36%
19	COc1ccc(C(=O)C(c2ccccc2)N2CCOCC2)cc1 (stereo not drawn)	-9%	-12%	4%	-1.3	1.7	-0.3%	-27%	-1%	1.5%	0.12	2.2	-42%
20	CCCNC(=O)CS(=O)(=O)Cc1nc(-c2ccccc2C)oc1C	2%	9%	7%	0.64	0.3	-0.2%	3%	1%	-4.1%	-0.22	0.22	4%
21	CCN(Cc1ccncc1)C(=S)NCc1ccccc1	-1%	-3%	-9%	-0.78	0.42	-0.4%	-22%	0%	-5.3%	-0.36	0.36	8%
22	COc1ccc(NC(=O)c2cccc(N3C(=O)c4ccc(C(=O)Nc5ccc(OC)c(O)c5)cc4C3=O)c2)cc1O	.	16%	30%	.	.	-0.2%	-8%	.	2.2%	.	.	2%
23	Cc1sc2nc(CN3CCCCC3)nc(Cl)c2c1C	3%	4%	11%	0.21	-1	-0.1%	-28%	4%	-5.9%	0.0056	-1.4	19%
24	COc1cccc(/C=N/NC(=O)c2nc(-c3ccccc3)cc(-c3ccccc3)n2)c1O	8%	-12%	27%	0.49	0.065	0.1%	-36%	-9%	14%	-0.25	-0.05	2%
25	COc1ccc(CN(C)C(=O)Cc2ccsc2)c(OC)c1OC	.	8%	2%	.	.	-0.1%	-22%	.	2.8%	.	.	-12%
26	Fc1cccc(CN2CCN(Cc3nc(CCc4ccccc4)no3)CC2)c1	-1%	17%	8%	-0.0049	0.23	-0.2%	-21%	0%	-2.0%	0.23	0.28	-31%
27	CCN1CCN(C(=O)c2nn(C)c3c2CS(=O)(=O)c2ccccc2-3)CC1	.	10%	-1%	.	.	-0.1%	-13%	.	-2.0%	.	.	-35%
28	CCCOc1ccc(N/C=C/C(=O)c2ccc(OC)c(OC)c2)cc1	.	8%	10%	.	.	-0.1%	-1%	.	-2.8%	.	.	-33%[20 µM]
29	CCCc1c(C)c2c(C)[nH]nc2oc1=O	9%	17%	1%	0.4	0.79	-0.1%	12%	2%	-3.6%	-0.21	-0.1	5%
30	O=c1c2c3nc4ccccc4nc3n(CC3CCCO3)c2ncn1CCc1ccccc1 (stereo not drawn)	4%	9%	0%	-0.19	1.1	?	-22%	-1%	-3.3%	-0.27	0.95	3%
31	O=C(NC1(C(F)(F)F)NC(=O)N(Cc2ccccc2)C1=O)c1cccnc1 (stereo not drawn)	11%	10%	1%	1.7	0.36	0.2%	2%	-6%	-3.6%	-0.21	0.26	-9%
32	CC(C)NC(=O)c1[nH]nc2c1CCc1ccccc1-2	.	-30%	12%	.	.	-0.2%	0%	.	-1.2%	.	.	-5%
33	O=c1[nH]nnc2sc3c(c12)CCCC3	11%	12%	-2%	-3.3	1.9	0.0%	-18%	1%	-1.7%	0.25	2.2	-29%
34	Cc1ccc(N2CCN(C(=O)N3CCOCC3)CC2)cc1C	-4%	18%	0%	-0.56	0.75	-0.1%	-12%	0%	.	-0.23	0.85	-38%[20 µM]
35	Cc1cc(=O)[nH]c(N/N=C/CCc2ccccc2)n1	10%	-10%	?	1.7	-0.43	-0.4%	-25%	14%	-4.0%	-0.28	-0.22	0%
36	CC1CN(C(=O)c2cccc(Oc3ccccc3)c2)CC(C)O1 (stereo not drawn)	.	9%	9%	.	.	0.9%	-26%	.	1.3%	.	.	-15%
37	CC1CCCC(C)N1C(=O)COc1ccc([N+](=O)[O-])cc1Cl (stereo not drawn)	1%	-1%	3%	-0.18	0.013	-0.1%	-30%	12%	-3.5%	-0.21	0.12	2%
38	Cc1ccc(C(=O)Nn2cnc3ccccc3c2=O)cc1C	.	-43%	6%	.	.	0.0%	-8%	.	-3.1%	.	.	11%
39	COc1ccc(-c2nc(CSCC(=O)N3CCc4ccccc4C3)c(C)o2)cc1OC	25%	-1%	-16%	0.66	-0.39	-0.1%	-42%	14%	-2.5%	-0.16	-1.6	16%
40	Cc1cnc(C(=O)NC(C)CCc2ccccc2)cn1 (stereo not drawn)	-5%	5%	-2%	-0.68	1.2	1.0%	-44%	6%	1.9%	-0.33	2	-31%
41	Cc1cc2oc(C(=O)N(Cc3ccccc3)c3ccccn3)cc(=O)c2cc1Cl	-3%	15%	?	-0.27	-0.044	-0.1%	-9%	2%	-0.4%	-0.69	0.53	35%

Screens deposited in PubChem BioAssay by several laboratories.

An excerpt; count on the stated rates, not on these rows.
